AMA1-RON2 inh – disrupts binding of P. falciparum AMA1 to RON2; AlphaScreen AMA1-biotinylated RON2 peptide binding; Potency, µM (top dose mostly 58.2 µM), for the others: top-dose activity change, negative = inhibition, most hits filed as inhibitors; 0.2% of 360,000 active; AID 720542; active = well fitted inhibition curve with a large enough effect; inconclusive = small, poorly fitted or top-dose-only effect; inactive = no such curve, though single readings can be large or run the other way;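 note: potency is the fitted concentration of half-maximal effect; 0% = vehicle wells and -100% = peptide control; nearly all actives have a fitted effect of over 45% in size; some results filed as inactive show a strong effect at the top dose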
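AMA1 (3D7) with his tag at 25 nM final met compounds first, then biotinylated RON2 peptide at 25 nM; detection used donor plus acceptor beads, 10 µg/mL apiece, read by AlphaScreen after 30 min at room temperature.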
HCMV antiviral – blocks human cytomegalovirus replication. AID 1259415. HFF cells, HCMV-luciferase reporter, 72 h; stronger effect = lower value. activity change, negative = inhibition, % at 57.5 µM. 4.5% of 410,000 active; in the data active = activity change below about -60%; inconclusive = no clear call, values can overlap the other calls; inactive = above about -39%
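Cell-based, HFFs, 1000 cells/well, 16 h 37C; cpds in DMSO + HCMV-luc, MOI 1 PFU/cell; 72 h 37C; OneGlo luminescence after 5 min RT; norm. to buffer vs Salinomycin 10uM.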
* marks the source's active call; other numbers are inactive results; [ ] = remark or other dose. Unless noted, % is set by controls: 0 for no effect and ±100 for the full control effect.

The first two compounds, ahead of the listing:
Screening O=S1(=O)CC(N2CCN(CCO)CC2)CN1Cc1cn(Cc2ccccc2C(F)(F)F)nn1 (stereo not given) returned AMA1-RON2 inh 0% and HCMV antiviral 21.
`O=c1cc(C=NNc2ccccc2)[nH]c(=O)[nH]1` gave AMA1-RON2 inh 18% and HCMV antiviral -2.

Main list, from the first entry:
Screening O=S1(=O)CC(N2CCN(CCO)CC2)CN1Cc1cn(Cc2ccccc2C(F)(F)F)nn1 (stereo not given) returned AMA1-RON2 inh 0% and HCMV antiviral 21.
`O=c1cc(C=NNc2ccccc2)[nH]c(=O)[nH]1` gave AMA1-RON2 inh 18% and HCMV antiviral -2.
For C[C@H]1NC(=O)[C@]2(C)[C@@H](c3ccccc3)[C@H]3COc4ccccc4[C@@H]3N2C1=O the results were AMA1-RON2 inh 4% and HCMV antiviral 17.
Clc1ccc(-n2nnc(-c3ncc[nH]3)n2)cc1Cl was read as AMA1-RON2 inh 25% and HCMV antiviral 38.
For COc1ccc(OC)c(NC(=O)Nc2nc(C(N)CCc3ccccc3)cs2)c1 (stereo not given) the results were AMA1-RON2 inh 37%[activator] and HCMV antiviral 3.
For CCNC(=O)C1CCCN(Cc2cc(C(F)(F)F)ccc2Cl)CC1 (stereo not given) the results were AMA1-RON2 inh -3% and HCMV antiviral 15.
CC(C)Oc1cc(F)ccc1-c1cc(C(=O)NCc2ccccn2)[nH]n1 was read as AMA1-RON2 inh 94%[activator] and HCMV antiviral -76*.
Screening COc1ccc2c(=O)c3c(=O)n(Cc4ccccc4)c(C(C)C)nc3oc2c1 returned AMA1-RON2 inh 12% and HCMV antiviral -30.
For CC1CNC(=S)N(c2ccccc2)C1=O (stereo not given) the results were AMA1-RON2 inh 14% and HCMV antiviral -26.
Screening CC(C)(C)c1ccc(S(=O)(=O)NC(=O)C2(C)CCN2C(=O)Cc2cccc3ccccc23)cc1 (stereo not given) returned AMA1-RON2 inh 0% and HCMV antiviral 13.
For CCNC(=O)C1(C)CCCN1C(=O)c1c(F)cccc1F (stereo not given) the results were AMA1-RON2 inh 2% and HCMV antiviral 35.
CCOC(=O)CNC(=O)N(C)[C@H]1C[C@H]2c3[nH]c4ccccc4c3CCN2C[C@H]1[C@H](C)O was read as AMA1-RON2 inh 4% and HCMV antiviral 47.
`C[C@@H]1CN([C@H](C)CO)C(=O)c2c(c3ccccc3n2C)-c2ccccc2CO[C@@H]1CN(C)Cc1ccc(O)cc1` gave AMA1-RON2 inh 0% and HCMV antiviral -19.
`CCOC(=O)C(C)N1CC(=O)N(c2ccccc2)C1=O` (stereo not given) gave AMA1-RON2 inh -3% and HCMV antiviral 43.
Screening O=C(Nc1ccc2c(c1)OCO2)c1cccc(S(=O)(=O)N2CCOCC2)c1 returned AMA1-RON2 inh 10% and HCMV antiviral 40.
`Cn1cnc(S(=O)(=O)N2CCCCC2c2cc(C(=O)NCc3ccc(Cl)c(Cl)c3)no2)c1` (stereo not given) gave AMA1-RON2 inh 0% and HCMV antiviral 45.
Screening CC(C)(C)NC(=O)C(c1ccc(C(F)(F)F)cc1)n1c(=O)c(-c2cc3ccccc3[nH]2)nc2ccccc21 (stereo not given) returned AMA1-RON2 inh 93%[activator] and HCMV antiviral 27.
`COc1ccc(OC)c(S(=O)(=O)NC(=O)C2(C)CCN2C(=O)Cc2ccccc2)c1` (stereo not given) gave AMA1-RON2 inh -1% and HCMV antiviral -24.
`COc1cc(NC(=O)CCC(=O)N2CCN(S(=O)(=O)c3ccc(C)cc3)CC2)cc(OC)c1` gave AMA1-RON2 inh -2% and HCMV antiviral -7.
C[C@H]1CN([C@@H](C)CO)C(=O)CCCn2nncc2CO[C@@H]1CN(C)Cc1ccc(Oc2ccccc2)cc1 was read as AMA1-RON2 inh -7% and HCMV antiviral -11.
For CC(C)NC(=O)C1(C)Cc2c(-c3cccc(C(N)=O)c3)ccnc2O1 (stereo not given) the results were AMA1-RON2 inh 3% and HCMV antiviral 32.
CCOC(=O)[C@]12CCC=C1N(CCC1=CCCCC1)C(=O)[C@H](CC(=O)NCc1cccs1)C2 was read as AMA1-RON2 inh -9% and HCMV antiviral -4.
Screening CCN(CC)S(=O)(=O)c1ccc(Cl)c(C(=O)NNC(=O)c2csc(N3CCOCC3)n2)c1 returned AMA1-RON2 inh 158%[activator] and HCMV antiviral 0.
For Cc1cn(CC(=O)NCc2ccccn2)c(=O)[nH]c1=O the results were AMA1-RON2 inh 33%[activator] and HCMV antiviral -25.
For CCCCc1c(-c2ccccc2F)ncn1CCc1ccccc1OC the results were AMA1-RON2 inh -20% and HCMV antiviral inconclusive.
`Oc1ccc2ccc(Cl)cc2c1` gave AMA1-RON2 inh -13% and HCMV antiviral 4.
Screening CC(OC(=O)C1COc2ccccc2O1)C(=O)c1ccccc1 (stereo not given) returned AMA1-RON2 inh 15% and HCMV antiviral 14.
For COc1ccc(CNC(=O)Nc2nnc([C@H]3C[C@H](O)[C@@H](CO)O3)s2)cc1 the results were AMA1-RON2 inh 1% and HCMV antiviral -97*.
For CN(C(=O)c1cccc(NC(=O)Cc2ccc(NC(=O)C3CCCN(C(=O)CCc4ccccc4)C3)cc2)c1)C1CCCCC1 (stereo not given) the results were AMA1-RON2 inh -5% and HCMV antiviral -75*.
Cc1ccccc1-c1nnc(SCC(=O)Nc2c(C)n(C)n(-c3ccccc3)c2=O)o1 was read as AMA1-RON2 inh -1% and HCMV antiviral 40.
CCO/C(C)=N/Oc1cccc(N(C)C)c1 was read as AMA1-RON2 inh -9% and HCMV antiviral -8.
For COc1ccc(S(=O)(=O)N2CCN(CC(=O)N3CCNC3=O)CC2)cc1OC the results were AMA1-RON2 inh -6% and HCMV antiviral 3.
`COC1OC2COC(c3ccccc3)OC2C2OC(c3ccccc3)OC12` (stereo not given) gave AMA1-RON2 inh -3% and HCMV antiviral -24.
Screening CCNC(=O)C1CCCN(C(=O)c2ccc(C#N)cc2)CC1 (stereo not given) returned AMA1-RON2 inh -1% and HCMV antiviral -5.
CC(C)(CN1CCCN(CC(C)(C)C(=O)O)C1=O)C(=O)O was read as AMA1-RON2 inh 1% and HCMV antiviral 12.
`O=S1(=O)CC(N2CC=CC2)CN1Cc1cn(Cc2ccccc2)nn1` (stereo not given) gave AMA1-RON2 inh 2% and HCMV antiviral 9.
CC(C)(C)c1ccc(CC(=O)N2CCC2(C)C(=O)NS(=O)(=O)c2ccc(C#N)cc2)cc1 (stereo not given) was read as AMA1-RON2 inh 9% and HCMV antiviral 3.
For O=C1NC(=O)C2(CCCC2)N1 the results were AMA1-RON2 inh 13% and HCMV antiviral 33.
`O=S1(=O)CCOC[C@H](Cc2ccccc2)N1Cc1ccccc1F` gave AMA1-RON2 inh 3% and HCMV antiviral -8.
For O=[N+]([O-])c1cccc(S(=O)(=O)Nc2ccc(S(=O)(=O)Nc3nccs3)cc2)c1 the results were AMA1-RON2 inh -8% and HCMV antiviral 25.
For CC1(C(=O)NS(=O)(=O)c2ccc(Br)cc2)CCN1C(=O)C1CCCCC1 (stereo not given) the results were AMA1-RON2 inh -6% and HCMV antiviral -19.
For CC(NS(=O)(=O)c1cc2c3c(c1)CCN3C(=O)CC2)c1ccccc1 (stereo not given) the results were AMA1-RON2 inh -9% and HCMV antiviral -34.
Screening COc1c(C=O)c2c(c(OC)c1OC)-c1ccc(OC)c(=O)cc1C(NC(C)=O)CC2 (stereo not given) returned AMA1-RON2 inh 1% and HCMV antiviral -68*.
`Cc1cc(Cl)ccc1C(=O)C1CCCN(C(=O)c2ccc3c(c2)OCO3)C1` (stereo not given) gave AMA1-RON2 inh -3% and HCMV antiviral -14.
COC(=O)c1ccc(Cn2ccc(=O)[nH]c2=O)cc1 was read as AMA1-RON2 inh -5% and HCMV antiviral -4.
`Cc1ccc(CNC(=O)c2ccc(S(=O)(=O)N3CCCCCC3)cc2)cc1` gave AMA1-RON2 inh -11% and HCMV antiviral 34.
Screening CCC1CCc2c(sc(N)c2C(N)=O)C1 (stereo not given) returned AMA1-RON2 inh -8% and HCMV antiviral -32.
For CCCCNC(=O)C1c2ccccc2OCC(=O)N1CCCN1CCOCC1 (stereo not given) the results were AMA1-RON2 inh 1% and HCMV antiviral 3.
For Cn1cnc([N+](=O)[O-])c1Sc1nc(N)nc2c1ncn2C1OC(CO)C(O)C1O (stereo not given) the results were AMA1-RON2 inh 10% and HCMV antiviral -76*.
Screening Nc1nc(SCc2ccc(Br)cc2)c2ncn(C3OC(CO)C(O)C3O)c2n1 (stereo not given) returned AMA1-RON2 inh -6% and HCMV antiviral -61*.
Screening Cc1cccc(COC[C@H](CC(C)C)N2CCN(C(=O)c3ccc(C(C)(C)C)cc3)CCC2=O)c1 returned AMA1-RON2 inh -9% and HCMV antiviral -18.
Screening COC(=O)C1=C(c2cccc(OC)c2OC)C[C@@H]2CC[C@H]1N2C(=O)NCc1ccccc1 returned AMA1-RON2 inh -4% and HCMV antiviral -5.
`CCOc1ccc(C(=O)Nc2ccc(N3CCN(C(=O)c4ccco4)CC3)cc2)cc1Br` gave AMA1-RON2 inh 15% and HCMV antiviral -34.
For CC1=C(C(=O)N(C)C)CC(CC(=O)NC2CC2)C(=O)N1Cc1ccc(C(C)(C)C)cc1 (stereo not given) the results were AMA1-RON2 inh 45%[activator] and HCMV antiviral -17.
CCC1(c2ccc(F)cc2)NC(=O)N(CC(=O)N2CCN(S(=O)(=O)c3ccc(C)cc3C)CC2)C1=O (stereo not given) was read as AMA1-RON2 inh -3% and HCMV antiviral inconclusive.
Screening Oc1ccc(C=NN=Cc2ccco2)c(O)c1 returned AMA1-RON2 inh 26% and HCMV antiviral 6.
`CC1(c2nnc(-c3ccccc3)o2)CC(c2ccc([N+](=O)[O-])cc2)=NO1` (stereo not given) gave AMA1-RON2 inh 2% and HCMV antiviral -68*.
For CCCNC(=O)c1cc2c(c(-c3cccc(-c4ccccc4F)c3)n1)[C@H](CCO)N(C(=O)CC1CC1)C2 the results were AMA1-RON2 inh -1% and HCMV antiviral 10.
`O=C1C=C(c2cccc3c2oc2ccccc23)CCC1` gave AMA1-RON2 inh -2% and HCMV antiviral -4.
`NC(=S)NN=C1CCSCC1` gave AMA1-RON2 inh 90%[activator] and HCMV antiviral 59.
For Cc1ccc(S(=O)(=O)NN=C2CC3CCC2(C)C3(C)C)cc1 (stereo not given) the results were AMA1-RON2 inh 4% and HCMV antiviral -3.
O=C(NCCCc1ccccc1)c1cccc(Br)c1 was read as AMA1-RON2 inh 16% and HCMV antiviral -9.
`O=C(NCC(c1ccco1)N1CCCCC1)c1ccc(COc2ccc(Cl)cc2)cc1` (stereo not given) gave AMA1-RON2 inh 10% and HCMV antiviral -33.
Screening CC(C)CN1Cc2cc(N3CCCCC3)ccc2-n2nncc2C1 returned AMA1-RON2 inh -10% and HCMV antiviral 10.
`COC(=O)c1ccc[n+](CCc2c[nH]c3ccccc23)c1` gave AMA1-RON2 inh 25% and HCMV antiviral -10.
For CC(C)OC(=O)N(C)C[C@@H]1OCc2cnnn2CCCC(=O)N([C@@H](C)CO)C[C@@H]1C the results were AMA1-RON2 inh 8% and HCMV antiviral 5.
`COc1cc(Br)cc(/C=N/NC(=O)Cc2ccccc2)c1O` gave AMA1-RON2 inh 82%[activator] and HCMV antiviral -20.
CN(C)Cc1ccccc1CNC(=O)c1ccc(Cl)c(S(=O)(=O)NC2CC2)c1 was read as AMA1-RON2 inh 2% and HCMV antiviral -6.
Cc1ccc(S(=O)(=O)N2CCC(=O)N([C@H](COCc3ccc(Cl)cc3Cl)Cc3ccccc3)CC2)cc1 was read as AMA1-RON2 inh -2% and HCMV antiviral 6.
`CCC(=C(c1ccc(O)cc1)c1ccc(OCCN(C)C)cc1)c1ccccc1` gave AMA1-RON2 inh 15% and HCMV antiviral -12.

Arranged by length of the SMILES (ascending): some entries from above.
`O=c1cc(C=NNc2ccccc2)[nH]c(=O)[nH]1` gave AMA1-RON2 inh 18% and HCMV antiviral -2.
For O=[N+]([O-])c1cccc(S(=O)(=O)Nc2ccc(S(=O)(=O)Nc3nccs3)cc2)c1 the results were AMA1-RON2 inh -8% and HCMV antiviral 25.
`C[C@@H]1CN([C@H](C)CO)C(=O)c2c(c3ccccc3n2C)-c2ccccc2CO[C@@H]1CN(C)Cc1ccc(O)cc1` gave AMA1-RON2 inh 0% and HCMV antiviral -19.

Additional records follow.
For O=C1C=C(c2ccc3[nH]ccc3c2)CCC1 the results were AMA1-RON2 inh 0% and HCMV antiviral 116.
`O=C(Nc1cccc([N+](=O)[O-])c1)NN1CCCCCC1` gave AMA1-RON2 inh -8% and HCMV antiviral inconclusive.
For O=[N+]([O-])c1ccc(C=NN2CCCCCC2)cc1 the results were AMA1-RON2 inh 25µM* and HCMV antiviral 17.
`COc1cccc(Cn2c(C(C)n3c(C)nc4ccccc43)nc3ccccc32)c1` (stereo not given) gave AMA1-RON2 inh -3% and HCMV antiviral -11.
For CN(C)C(CNC(=O)c1cccc(S(=O)(=O)Nc2ccc(SC(F)F)cc2)c1)c1ccccc1 (stereo not given) the results were AMA1-RON2 inh -5% and HCMV antiviral 17.

Looked up one by one from above, three records:
CC(C)Oc1cc(F)ccc1-c1cc(C(=O)NCc2ccccn2)[nH]n1 was read as AMA1-RON2 inh 94%[activator] and HCMV antiviral -76*.
`Cc1ccc(CNC(=O)c2ccc(S(=O)(=O)N3CCCCCC3)cc2)cc1` gave AMA1-RON2 inh -11% and HCMV antiviral 34.
`O=S1(=O)CC(N2CC=CC2)CN1Cc1cn(Cc2ccccc2)nn1` (stereo not given) gave AMA1-RON2 inh 2% and HCMV antiviral 9.

Screening results: PubChem, National Center for Advancing Translational Sciences (NCATS)

A portion of the library; the hit share may differ from the screen's.
